sEH act: soluble epoxide hydrolase activators, primary screen, biochemical, human sEH; AID 717, 2007; Bifunctional epoxide hydrolase 2 (Homo sapiens), P34913; purified human sEH enzymatic activity, activator screen; 91,000 compounds, 0.04% hits; activation, % at 2 µM; in the data active = activation above about 37%; note: values of inactives mirror those of a sister screen read the other way
ERa SRC1 pot: enhancers of ERα–SRC-1 coactivator binding, primary screen, biochemical, TR-FRET, ERα LBD, low estradiol; Estrogen receptor (Homo sapiens), P03372; coactivator binding (% of control), % at 25.6 µM; TR-FRET ERalpha-LBD/SRC-Cy5 coactivator binding, 2 h; 100 = basal binding, no effect; AID 639, 2007; 86,000 compounds, 1.3% hits; in the data active = activity above about 200%;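 note: binding measured in presence of low estradiol as agonist stimulus; 0% = peptide alone without receptor and 100% = receptor with peptide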
Target sequence (P03372 whole entry, looked up, the tested form may be a part): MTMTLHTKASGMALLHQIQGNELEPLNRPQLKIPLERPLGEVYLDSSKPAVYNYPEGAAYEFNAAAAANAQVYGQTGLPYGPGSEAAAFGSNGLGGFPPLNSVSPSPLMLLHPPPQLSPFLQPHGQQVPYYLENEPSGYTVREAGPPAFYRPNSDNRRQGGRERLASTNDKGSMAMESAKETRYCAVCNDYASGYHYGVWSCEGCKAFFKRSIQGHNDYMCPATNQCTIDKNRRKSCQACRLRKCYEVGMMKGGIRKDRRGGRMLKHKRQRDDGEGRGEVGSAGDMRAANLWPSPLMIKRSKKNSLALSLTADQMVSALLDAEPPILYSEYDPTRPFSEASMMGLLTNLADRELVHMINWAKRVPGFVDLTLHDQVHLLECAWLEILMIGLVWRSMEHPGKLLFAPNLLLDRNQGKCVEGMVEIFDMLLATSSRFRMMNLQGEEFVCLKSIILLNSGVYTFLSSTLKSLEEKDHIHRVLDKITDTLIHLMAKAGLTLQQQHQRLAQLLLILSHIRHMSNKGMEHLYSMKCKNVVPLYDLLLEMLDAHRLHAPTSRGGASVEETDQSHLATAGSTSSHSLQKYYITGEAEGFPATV
Mac1 fbg enh: enhancers of CD11b/CD18 adhesion to fibrinogen, primary screen, K562 cells, luminescence | activation, % at 10 µM | ATPlite luminescence | 93,000 compounds, 0.07% hits | AID 1499, 2009 | Integrin beta-2 (Homo sapiens) + Integrin alpha-M (Homo sapiens), P05107+P11215;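 active = 10 µM primary screen giving 50% or more activity, confirmed by 40% or more on retest at that dose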; note: strong numbers were not always called active; reference of the scale not given here
ERb SRC1 inh: inhibitors of ERβ-SRC1 coactivator interaction, primary screen, biochemical, TR-FRET, ERβ LBD, SRC-1 peptide; Estrogen receptor beta (Homo sapiens), Q92731; AID 633, 2007; inhibition, % at 25.6 µM; TR-FRET ER-beta LBD / SRC1-Cy5 peptide binding; receptor agonist-loaded with 1 µM estradiol; 86,000 compounds, 1.3% hits;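 active = compounds whose percent inhibition of the receptor-coactivator binding signal exceeds about 50% in the single-dose screen, limit read from the data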;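 note: 0% = receptor plus peptide wells without compound and 100% = peptide-only wells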
sEH inh: soluble epoxide hydrolase inhibitors, primary screen, biochemical, human sEH; recombinant human sEH enzymatic activity assay; inhibition, % at 2 µM; 91,000 compounds, 0.34% hits; in the data active = inhibition above about 80%; note: values of inactives mirror those of a sister screen read the other way; many of its hits are not listed in these tables
Mac1 fbg inh: inhibitors of CD11b/CD18 adhesion to fibrinogen, primary screen, K562 cells, luminescence; Integrin beta-2 (Homo sapiens) + Integrin alpha-M (Homo sapiens), P05107+P11215; ATPlite luminescence; Mn2+ added to activate the integrin; inhibition, % at 10 µM; 93,000 compounds, 0.54% hits;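 active = primary inhibition of 50% or more at 10 µM, then 40% or more on retest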; note: some results filed as inactive read as strong as hits
Smad3 inh: Smad3/FoxH1 peptide binding inhibitors, primary screen, biochemical, TR-FRET; Mothers against decapentaplegic homolog 3 (Homo sapiens), P84022; TR-FRET Smad3/Dy647-FoxH1 peptide binding, europium anti-His; inhibition, % at 25 µM; 88,000 compounds, 0.29% hits; AID 630, 2007;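 active = compounds that reduce the energy-transfer binding signal between the protein and its labelled peptide by more than half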;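 note: 0% = Smad3 plus labelled peptide maximal FRET and 100% = peptide-only background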
Target sequence (P84022 whole entry, looked up): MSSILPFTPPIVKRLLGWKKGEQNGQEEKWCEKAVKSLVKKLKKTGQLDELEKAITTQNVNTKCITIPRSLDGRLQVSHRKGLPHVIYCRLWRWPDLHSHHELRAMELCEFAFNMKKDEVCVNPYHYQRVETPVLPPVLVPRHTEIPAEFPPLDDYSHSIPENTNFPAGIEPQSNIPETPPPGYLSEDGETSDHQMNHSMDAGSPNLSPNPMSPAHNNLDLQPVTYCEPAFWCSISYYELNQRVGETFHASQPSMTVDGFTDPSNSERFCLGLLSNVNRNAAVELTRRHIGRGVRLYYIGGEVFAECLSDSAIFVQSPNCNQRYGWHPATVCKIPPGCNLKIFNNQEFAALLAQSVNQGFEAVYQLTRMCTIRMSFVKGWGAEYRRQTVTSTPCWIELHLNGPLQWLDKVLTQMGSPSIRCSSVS
MT1-MMP txn act: MT1-MMP promoter reporter activation – cell-based, luciferase luminescence, primary screen; HT1080 MT1-MMP promoter luciferase reporter, overnight; active compounds read high; activation factor at 10 µM; 86,000 compounds, 0.16% hits;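 active = activation factor of at least 2 for MT1-MMP transcription at 10 µM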
Calb biofilm kill: clotrimazole potentiators killing Candida biofilms, primary screen, with clotrimazole, Alamar Blue; C. albicans biofilm + clotrimazole; AID 834, 2007; 85,000 compounds, 0.14% hits; inhibition, % at 6 µM;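 active = inhibition above 20%; inactive = inhibition below 20%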;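 note: preformed 24 hr biofilms exposed to compound for 48 hr; 0% = biofilm without compound and 100% = blank killed by clotrimazole plus chlorhexidine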
Starred values were filed as active, the others as inactive; x = no result given; [ ] = another dose, or the depositor's remark. Not all compounds are listed; count on the stated rates, not on these rows.

SMILES	sEH act	ERa SRC1 pot	Mac1 fbg enh	ERb SRC1 inh	sEH inh	Mac1 fbg inh	Smad3 inh	MT1-MMP txn act	Calb biofilm kill
COc1cccc(CNCc2ccccn2)c1OC	2	111	-4	1	-4	-34	-2	1.1	5
O=C(NCC1CCCO1)c1c(O)c2cccc3c2n(c1=O)CCC3 (stereo unspecified)	14	x	0	x	-14	6	x	x	x
O=C(Cc1ccccc1)Nc1ccccc1C(=O)O	-10	105[fluorescence artefact?]	12	-3	8	6	-12	1.4	4
CCN(CC)CCN(Cc1cc2cc(C)ccc2[nH]c1=O)C(=O)Nc1ccccc1OC	10	107	0	0	-12	12	2	1.2	12
O=C(c1c[nH]c(C(=O)C(Cl)(Cl)Cl)c1)c1ccccc1Cl	-3	86	-7	-5	5	-11	-7	x	2
COc1ccccc1OCC(=O)NC1CCCCCC1	6	118	-1	1[fluorescence artefact?]	-6	-11	6	1.5	9
O=C(O)CC1SC(=Nc2cccc(C(F)(F)F)c2)NC1=O (stereo unspecified)	-5	102	-5	-1	7	-15	4	1.2	2
Cc1cc(C)n(-c2nnc(C)n2NC(=O)c2cccc(Cl)c2)n1	2	114	x	-3	1	x	-1	1.2	0
Cc1cccc(Cn2cc(SCC(=O)Nc3nccs3)c3ccccc32)c1	3	138	-1	5	0	21	6	x	0
CCOC(=O)c1cnc(SCc2ccccc2)nc1N	4	111	2	-23[fluorescence artefact?]	0	-37	8	0.9	5
CCCCN(CC)CCNC(=O)c1cc2c(C)nc3ccccc3c2o1	-6	111	x	-6	6	x	-1	1.3	6
COc1ccc(-c2[nH]nc(-c3ccccc3)c2-c2nc3ccccc3[nH]2)cc1	-4	72	x	3	6	x	21[fluorescence artefact?]	1	4
CCOC(=O)c1sc(NC(=O)CSc2nc(C)cc(-c3ccccc3)n2)c(C#N)c1C	10	x	-11	x	-8	56	x	x	x
COc1ccccc1NC(=O)CCN1CCN(CCC(=O)Nc2ccccc2OC)CC1	x	141	0	-1	x	-2	2	0.9	7
COc1ccc(C(=O)Nc2ccc(Cl)cn2)cc1Cl	-18	105	x	8	19	x	-2	1.4	12
CCCc1cc(=O)oc2c(C)c(OCC(=O)c3ccc(N4CCCC4)cc3)ccc12	11	x	1	x	-14	6	x	x	x
O=C(O)CN1C(=O)C2(OCCCO2)c2ccccc21	8	119	0	-2[fluorescence artefact?]	-6	-18	-26	1.3	-2
CN1CCN(P(=O)(c2ccccc2)c2nc3ccccc3s2)CC1 (stereo unspecified)	x	126	-1	-5	x	-17	10	1.2	11
Cn1c2ccccc2c2cc(C(=O)OCC(=O)N3CC(=O)Nc4ccccc43)sc21	0	670*[fluorescence artefact?]	1	17[fluorescence artefact?]	0	-5	14[fluorescence artefact?]	1.1	4
CCCC(=O)Nc1cc(-c2nnc(OC)c3ccccc23)ccc1N1CCCCC1	11	x	-2	x	-8	6	x	x	x
CCN(CC)CCCn1c(=S)[nH]c2cc(OC)c(OC)cc2c1=O	-5	101	-2	-5	2	-11	-6	1.2	8
O=C(c1cccs1)N1CCN(C2CCCCC2)CC1	9	115	-2	-12[fluorescence artefact?]	-10	-19	4	1.1	3
CN(Cc1ccccc1)C(=O)CCn1c(=O)oc2ccccc21	16	87	-2	5	-12	14	-14	1.2	17
O=C(NC1CCN(Cc2ccccc2)CC1)C12CC3CC(CC(C3)C1)C2	6	120	x	3	-6	x	-9	1.3	10
COc1ccc(OC)c(NC(=O)CNC(=O)c2cccs2)c1	15	80[fluorescence artefact?]	-2	17	-14	-11	-18	x	5
CC(SC(=S)N1CCOCC1)C(=O)O (stereo unspecified)	7	111	5	-13	-8	-2	4	1.1	3
c1ccc2c(-c3nc(C4CCCCC4)no3)cc(-c3ccncc3)nc2c1	-2	96[fluorescence artefact?]	5	27[fluorescence artefact?]	5	-17	-4	1.1	8
CC(C)CCn1c(N)c(S(=O)(=O)c2cccs2)c2nc3ccccc3nc21	-9	92	x	0	8	x	2	0.5	-4
O=C(C[n+]1ccc(C(=O)N/N=C/c2ccc(OCc3ccccc3)cc2)cc1)c1ccccc1	-50	64[fluorescence artefact?]	7	5	50	1	15	1.2	7
COc1ccc(NC(=O)Cn2nnc(-c3ccccc3NC(=O)c3cccs3)n2)cc1	x	237*[fluorescence artefact?]	4	30	x	47	0	1	5
COC(=O)c1c(NC(=O)C2CC2)sc2c1CCN(C(C)=O)C2	-4	121	-7	-6	3	-17	-11	1	6
Cc1nc2ccccc2n1CCCOc1ccccc1	7	119	x	-5	-2	x	-1	1.4	x
O=C1C=C(c2cccs2)CC(c2cccs2)C1n1cnc([N+](=O)[O-])c1 (stereo unspecified)	-5	103	6	3	4	-17	0	1.2	3
CC(=O)C1=C(C)OC(N)=C(C#N)C1c1ccncc1 (stereo unspecified)	4	x	0	x	-2	-9	x	1.2	x
COC(=O)c1nn(-c2ccc3c(c2)CCN3C(C)=O)cc1O	15	99	x	-11	-13	x	-4	x	6
CCOc1ccc(OCC)c(NS(=O)(=O)c2ccc3c(c2)n(C)c(=O)c(=O)n3C)c1	-4	87[fluorescence artefact?]	0	-14	6	11	6	1	1
Cc1c(C#N)c(N)c(C(=O)c2ccccc2)n1Cc1ccccc1	7	112	2	-6	-6	8	4	1.2	7
CCC(=O)Nc1ccc(S(=O)(=O)N2CCOCC2)cc1	19	98	-2	-2	-19	-4	-7	1	-4
Cc1cccc(C)c1N(CC(O)Cn1c2ccccc2c2ccccc21)S(C)(=O)=O (stereo unspecified)	-3	84[fluorescence artefact?]	-4	-28	5	-5	-2	1.4	2
O=C(CCNS(=O)(=O)c1cccc2nonc12)N1CCN(c2cccc(Cl)c2)CC1	6	194[fluorescence artefact?]	-5	-35	-3	-10	16	x	5
Clc1cccc(Cl)c1COc1ccccn1	-2	123	9	-10	2	8	2	1	10
O=C(CN1CCN(c2ccccn2)CC1)NCCc1ccccc1	-11	76[fluorescence artefact?]	1	13	12	3	3	1.1	10
CN(c1ccc(C(=O)NCCSCc2ccco2)cc1)S(C)(=O)=O	-20	102	-1	-2	20	16	-12	1.5	1
CC(C)c1ccc(C(=O)CSc2ncn[nH]2)cc1	2	79	-4	-14	-3	-7	7	1.4	6
COc1ccc(OCC(=O)Nc2cc(-c3nn(C)c(=O)c4ccccc34)ccc2OC)cc1	9	677*[fluorescence artefact?]	0	2[fluorescence artefact?]	-8	8	-116	1.1	4

Only sEH inh, Mac1 fbg inh and ERa SRC1 pot, for 5 of the compounds above:
SMILES	sEH inh	Mac1 fbg inh	ERa SRC1 pot
CC(=O)C1=C(C)OC(N)=C(C#N)C1c1ccncc1 (stereo unspecified)	-2	-9	x
COC(=O)c1nn(-c2ccc3c(c2)CCN3C(C)=O)cc1O	-13	x	99
CCOc1ccc(OCC)c(NS(=O)(=O)c2ccc3c(c2)n(C)c(=O)c(=O)n3C)c1	6	11	87[fluorescence artefact?]
Cc1c(C#N)c(N)c(C(=O)c2ccccc2)n1Cc1ccccc1	-6	8	112
CCC(=O)Nc1ccc(S(=O)(=O)N2CCOCC2)cc1	-19	-4	98

(continued)
SMILES	sEH act	ERa SRC1 pot	Mac1 fbg enh	ERb SRC1 inh	sEH inh	Mac1 fbg inh	Smad3 inh	MT1-MMP txn act	Calb biofilm kill
Cc1ccc(-c2nnc(-c3ccncc3)n2-c2ccc(C)cc2)cc1	-10	x	0	x	11	-16	x	x	x
O=C(NCc1cccnc1)/C(=N\O)c1ccccc1	3	90	-5	18	-5	-3	-4	1.1	11
Cc1ccccc1-c1cc(C(=O)Nc2sc(C(=O)OC(C)C)c(C)c2C#N)c2ccccc2n1	-9	x	-6	x	11	95*	x	x	x
CCCCS/C(=C(/C#N)C(N)=O)c1cc2c([nH]1)CCCC2	-3	97[fluorescence artefact?]	0	1[fluorescence artefact?]	2	-7	7	1.1	8
CSc1ccccc1C(=O)NCCSC(C)(C)C	10	110	-1	-6	-6	38	0	1.2	1
CCn1c(SCC(=O)N/N=C/c2ccc(OC)c(OC)c2)nc2ccccc21	9	x	-1	x	-6	-27	x	x	x
Cc1ccc2oc(=O)c3cnn(CC(=O)N4CCc5ccccc5C4)c3c2c1	4	108	1	2	1	8	4	1.1	10
COc1ccc2c(=O)c(N3C(=O)c4ccccc4C3=O)c(C)oc2c1	-11	x	0	x	11	-14	x	1.1	x
CCn1cc(SCC(=O)N2CCc3ccccc32)c2ccccc21	1	111	1	6	1	16	8	x	6
CCC(=O)N1c2ccccc2C(N(C(C)=O)c2ccccc2)CC1C (stereo unspecified)	10	103	x	1	-10	x	9	1.5	-2
Cn1c(CCNC(=O)C(C)(C)C)nc2ccccc21	x	115	-4	-2	x	7	-6	1.2	-8
Cc1cccc(N2CCN(C(=O)C3CCN(S(=O)(=O)c4cccc5nsnc45)CC3)CC2C)c1 (stereo unspecified)	-5	106	-2	-4	2	10	-5	1	5
O=C(CSc1nnc(Cc2ccccc2)o1)NCCN1C(=O)CSC1=O	3	97	0	3	-2	0	-6	1.2	6
Fc1cc2nccnc2cc1N1CCSCC1	-11	123	1	-4	9	-19	2	1.3	10
O=C(CCN1C(=O)C2C3C=CC(C3)C2C1=O)Nc1ccc(F)cc1 (stereo unspecified)	-16	122	2	-9	15	-23	5	1.3	-3
Cc1cc(S(=O)(=O)Nc2cccnc2)c(C)s1	3	117	0	-11[fluorescence artefact?]	-4	-1	-12	1.1	1
O=S(=O)(Nc1nc2ccc(S(=O)(=O)N3CCCC3)cc2s1)c1ccc(F)cc1	9	96	18	5	-6	-13	-11	1.2	6
COc1cc2c(cc1OC)C(/C(C#N)=N\O)=NC(C)(C)C2	-3	103	-1	-1	6	-28	0	1	5
COc1ccc(C2C(C(=O)Nc3ccccn3)=C(C)Nc3ncnn32)c(OC)c1 (stereo unspecified)	8	x	1	x	-8	5	x	1.1	x
COc1ccccc1NC(=S)NCCc1ccc(Cl)cc1	-1	97	x	0	1	x	6	1.2	4
Cc1[nH]c2ccccc2c1-c1nc2ccccc2[nH]1	x	113	0	-12	x	-2	8	1.3	2
O=C(c1ccco1)N1CCN(CC(O)Cn2c3ccccc3c3ccccc32)CC1 (stereo unspecified)	20	111	4	-5	-18	-3	1	1.1	3
CC(=O)Nc1ccc(C(=O)OCc2ccc(Cl)cc2)cc1	13	x	1	x	-13	-9	x	x	x
Clc1ccc2c(c1)C(N1CCNCC1)Cc1ccccc1S2 (stereo unspecified)	-8	66	x	-10	8	x	11	1.2	5
COC(=O)C1(S(=O)(=O)C2(C(=O)OC)CCCC2)CCCC1	4	107	0	3	-3	-3	4	1.1	4
CSc1ccccc1NC(=O)Nc1cccc(Cl)c1	-3	107	-5	0	2	10	26	1.1	2
CCOc1ccccc1NC(=O)CCC(=O)Nc1ccccc1OCC	11	101	-5	-6[fluorescence artefact?]	-10	34	0	1.1	1
COc1ccc(C(=O)Nc2ccccc2C(=O)N(Cc2ccco2)C(C(N)=O)C(C)C)cc1 (stereo unspecified)	x	180[fluorescence artefact?]	x	32[fluorescence artefact?]	x	x	-10[fluorescence artefact?]	1.1	4
Cn1c(=O)c2c(nc(NCCCO)n2C/C=C/c2ccccc2)n(C)c1=O	-7	120	-6	-6	9	-7	8	1	8
